Screening results from PubChem BioAssay.
MITF TRPM1 inh: reduces MITF-dependent TRPM1 promoter luciferase signal; SK-MEL-5 TRPM1 promoter luciferase, 24 h; inhibition, % at 12.5 µM; 330,000 compounds, 0.83% hits; AID 488899;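 active = mean inhibition across replicates of 60% or more, whatever share of single replicates reaches that level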; note: values of inactives mirror those of a sister screen read the other way
HIF-2a inh: HIF-2a inhibition; 360,000 compounds, 0.72% hits; 786-0 RCC cells HIF-2a reporter, luciferase luminescence, overnight; AID 624352; inhibition, % at 18.8 µM;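 active = inhibition of the luminescence signal of 40% or more relative to plate controls, in a single-dose primary screen at 18.75 µM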
NR2E3 ag-1: activates human photoreceptor nuclear receptor NR2E3; inhibition of corepressor binding, % at 4.78 µM; Q9Y5X4; AID 2300; 320,000 compounds, 0.12% hits; GST-NR2E3/biotin-RetCOR TR-FRET, 1536-well;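 active = percent inhibition above the cutoff of mean plus 3 SD of all tested compounds, set per screening campaign, cut at about 20% in these data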;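 note: 0% = DMSO wells and 100% = biotin wells as full block of FRET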
Target sequence (Q9Y5X4 whole entry, looked up): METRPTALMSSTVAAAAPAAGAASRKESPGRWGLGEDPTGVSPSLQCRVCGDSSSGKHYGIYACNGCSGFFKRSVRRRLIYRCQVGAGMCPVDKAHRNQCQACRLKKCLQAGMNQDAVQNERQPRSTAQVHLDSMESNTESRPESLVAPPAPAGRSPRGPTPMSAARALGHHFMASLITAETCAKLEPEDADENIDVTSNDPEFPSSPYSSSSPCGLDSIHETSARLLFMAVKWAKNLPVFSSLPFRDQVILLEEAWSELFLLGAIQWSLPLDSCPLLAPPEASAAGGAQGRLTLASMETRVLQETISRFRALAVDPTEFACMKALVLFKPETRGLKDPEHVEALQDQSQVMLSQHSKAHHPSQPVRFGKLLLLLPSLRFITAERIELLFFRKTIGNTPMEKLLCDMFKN
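Format: 1536-well format; test system: GST-NR2E3 and biotin-RetCOR proteins; read-out basis: percent inhibition of TR-FRET ratio; timing: 5 h incubation at 4 °C; detection: time-resolved FRET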
Shn3 inh set2: reduces Shn3 3'UTR luciferase signal in osteoblasts; Clone20 osteoblast Shn3 3'UTR firefly luciferase, 24 h; inhibition, % at 12.5 µM; 360,000 compounds, 0.52% hits; AID 588674;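 active = mean inhibition of at least 75% with every replicate also reaching 75%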;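 note: 0% = median of neutral control wells and 100% = pilot-screen positive control compound; some compounds past the cut are filed as inactive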
hiPSC survival: enhancers of human iPSC single-cell survival; hiPSC single-cell survival, ATPlite luminescence; 100% = ROCK inhibitor wells, 0% = DMSO; survival enhancement, % at 20 µM; 360,000 compounds, 0.044% hits; AID 602274; in the data active = survival enhancement above about 18%;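 note: cells exposed to compounds for 16 hours before the ATP read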
CF NFkB block: inhibitors of cystic fibrosis induced NF-kB | inhibition, % at 5 µM | KKLEB NF-kB-GFP reporter, PAF-induced, GFP fluorescence overnight | 360,000 compounds, 0.86% hits | AID 588850;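 active = at least 50% inhibition at 5 µM, scaled per plate between neutral and stimulator controls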;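 note: PAF is a Pseudomonas aeruginosa culture filtrate used as stimulus; plate controls were PAF-stimulated DMSO wells for no effect and unstimulated DMSO wells for full effect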
Peg3 promoter: inhibitors of Peg3 promoter. HeLa PEG-Prom luciferase reporter, luminescence, overnight. inhibition, % at 20 µM. 360,000 compounds, 1.7% hits. AID 588405;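 active = inhibition of at least 50% at 20 µM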
NR2E3 ag-2: agonists of human NR2E3 nuclear receptor. CHO-S Gal4-NCOR/VP16-NR2E3 two-hybrid, luciferase. inhibition of corepressor binding, % at 3.98 µM. 360,000 compounds, 0.35% hits. AID 602229;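 active = inhibition above the mean of all tested compounds plus 3 SD, cut at about 70% in these data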;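 note: 0% = DMSO with NR2E3 transfected cells and 100% = cells lacking NR2E3 construct; higher means lower luciferase signal from less NR2E3 corepressor binding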
KKLEB tox: CF airway cell cytotoxicity counter-screen | 360,000 compounds, 0.36% hits | KKLEB CF airway cells viability, ATPlite luminescence, overnight; hits give low values; cells stimulated with P. aeruginosa culture filtrate | activity change (cytotoxicity), % at 5 µM | AID 602141;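 active = corrected activity change at or below -50% at 5 µM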
TRAIL sens C8: sensitizes caspase-8 expressing cells to TRAIL | inhibition (viability loss, TRAIL sensitization), % at 10 µM | NB7+C8 cells + TRAIL, ATPlite viability luminescence | AID 624354 | 360,000 compounds, 1% hits;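 active = compounds causing at least 50% loss of cell viability in the single-dose screen, relative to plate controls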
EBV LMP1 NFkB: Epstein-Barr LMP1 NF-kappaB reporter inhibition | AID 504558 | LMP1-induced NF-kappaB luciferase reporter cells, luminescence | 350,000 compounds, 0.69% hits | inhibition, % at 12.5 µM; in the data active = inhibition above about 41%;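 note: 0% = neutral control wells and 100% = reference inhibitor control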
* hit, by the source's call. Only part of the results is shown; the hit share may differ from the screen's.

What do the screens show for `O=C1CC(N2CCC(O)(c3ccc(Br)cc3)CC2)C(=O)N1c1ccc(Cl)cc1` (centres undefined)?
MITF TRPM1 inh: -8; HIF-2a inh: 17; NR2E3 ag-1: 3; Shn3 inh set2: 2; hiPSC survival: 2.6; CF NFkB block: 4; Peg3 promoter: 11; NR2E3 ag-2: -11; KKLEB tox: -1; TRAIL sens C8: -6; EBV LMP1 NFkB: -7

What do the screens show for `CCOC(=O)c1ccc2ncc(C(=O)OCC)c(Nc3ccc(N4CCOCC4)cc3)c2c1`?
MITF TRPM1 inh: 12; HIF-2a inh: 8; NR2E3 ag-1: 5; Shn3 inh set2: 24; hiPSC survival: 0.5; CF NFkB block: 65*; Peg3 promoter: 88*; NR2E3 ag-2: 2; KKLEB tox: -4; TRAIL sens C8: 26; EBV LMP1 NFkB: -18

Results for CC(C)Cc1nnc(NC(=O)CCC(=O)N2CCCCC2)s1 ?
MITF TRPM1 inh: -6; HIF-2a inh: -1; NR2E3 ag-1: 1; Shn3 inh set2: 10; hiPSC survival: 0.4; CF NFkB block: 4; Peg3 promoter: 3; NR2E3 ag-2: 11; KKLEB tox: 10; TRAIL sens C8: 10; EBV LMP1 NFkB: -3

Results for Cc1sc2ncnc(SCC(=O)Nc3ccc(CN4CCCC4)cc3)c2c1C ?
HIF-2a inh: 1; NR2E3 ag-1: 5; Shn3 inh set2: -2; hiPSC survival: -0.3; CF NFkB block: -20; Peg3 promoter: -13; NR2E3 ag-2: -19; KKLEB tox: 2; TRAIL sens C8: -5; EBV LMP1 NFkB: -12

How did Nc1c(-c2cccc(Cl)c2)cnn1-c1cccc([N+](=O)[O-])c1 do in these assays?
MITF TRPM1 inh: 3; HIF-2a inh: -139; NR2E3 ag-1: 6; Shn3 inh set2: -4; hiPSC survival: -0.1; CF NFkB block: -21; Peg3 promoter: -68; NR2E3 ag-2: -39; KKLEB tox: 4; TRAIL sens C8: -2; EBV LMP1 NFkB: 3

How did CN1CCCC(OC(=O)c2cc(Br)ccc2Cl)C1 (centres undefined) do in these assays?
MITF TRPM1 inh: -19; HIF-2a inh: -1; NR2E3 ag-1: 1; Shn3 inh set2: -1; hiPSC survival: 11; CF NFkB block: -1; Peg3 promoter: 3; NR2E3 ag-2: -9; KKLEB tox: -3; TRAIL sens C8: 0; EBV LMP1 NFkB: -12

How did Cc1ccc(C)c(OCCC(=O)NNC(=O)c2ccccc2F)c1 do in these assays?
MITF TRPM1 inh: 5; HIF-2a inh: 10; NR2E3 ag-1: 3; Shn3 inh set2: -10; hiPSC survival: -0.5; CF NFkB block: 4; Peg3 promoter: 5; NR2E3 ag-2: -17; KKLEB tox: 16; TRAIL sens C8: 19; EBV LMP1 NFkB: 0

Results for CC1CCCCN1CCNC(=O)c1cc2c(-c3ccccc3F)nn(C)c2s1 (centres undefined) ?
MITF TRPM1 inh: -3; HIF-2a inh: 4; NR2E3 ag-1: -1; Shn3 inh set2: -6; hiPSC survival: -1.2; CF NFkB block: -13; Peg3 promoter: -12; NR2E3 ag-2: -7; KKLEB tox: -3; TRAIL sens C8: 13; EBV LMP1 NFkB: -16

How did CCc1ccc(C(=O)COC(=O)c2cc([N+](=O)[O-])ccc2NCCO)cc1 do in these assays?
MITF TRPM1 inh: -4; HIF-2a inh: -22; NR2E3 ag-1: -1; Shn3 inh set2: 26; hiPSC survival: 1.0; CF NFkB block: 4; Peg3 promoter: 4; NR2E3 ag-2: 35; KKLEB tox: -3; TRAIL sens C8: 18; EBV LMP1 NFkB: -4

How did CC1CC(C)CN(CCCNS(=O)(=O)c2cc(Br)cc3c2N(C(=O)C2CC2)CC3)C1 (centres undefined) do in these assays?
MITF TRPM1 inh: 3; HIF-2a inh: 12; NR2E3 ag-1: 1; Shn3 inh set2: -1; hiPSC survival: -0.3; CF NFkB block: 15; Peg3 promoter: 7; NR2E3 ag-2: 15; KKLEB tox: -7; TRAIL sens C8: 7; EBV LMP1 NFkB: 1

Results for CCC(C)(C(=O)NC1CCCCC1)N(C(=O)C1CCC(=O)N1)c1ccc(C)cc1 (centres undefined) ?
MITF TRPM1 inh: 0; HIF-2a inh: 10; NR2E3 ag-1: -3; Shn3 inh set2: 7; hiPSC survival: -1.8; CF NFkB block: -2; Peg3 promoter: 8; NR2E3 ag-2: -15; KKLEB tox: 8; TRAIL sens C8: 8; EBV LMP1 NFkB: 0

Results for CCOC(=O)CSc1cc(-c2ccccc2)nc2ncnn12 ?
MITF TRPM1 inh: -3; HIF-2a inh: 14; NR2E3 ag-1: 6; hiPSC survival: -0.5; CF NFkB block: -8; Peg3 promoter: 16; NR2E3 ag-2: -20; KKLEB tox: 0; TRAIL sens C8: -13; EBV LMP1 NFkB: 4

Results for COc1ccc(S(=O)(=O)NCc2ccccn2)cc1Br ?
MITF TRPM1 inh: 6; HIF-2a inh: 9; NR2E3 ag-1: 5; Shn3 inh set2: 1; hiPSC survival: -0.5; CF NFkB block: 6; Peg3 promoter: 9; NR2E3 ag-2: -5; KKLEB tox: 6; TRAIL sens C8: 14; EBV LMP1 NFkB: 1

Results for CCOC(=O)CNC(=O)CSc1nnc(NC(=O)c2ccc(S(=O)(=O)N3CCOCC3)cc2)s1 ?
MITF TRPM1 inh: 1; HIF-2a inh: 1; NR2E3 ag-1: -4; Shn3 inh set2: 1; hiPSC survival: -0.4; CF NFkB block: -29; Peg3 promoter: 6; NR2E3 ag-2: -20; KKLEB tox: 14; TRAIL sens C8: -3; EBV LMP1 NFkB: -3

Results for O=C(Nc1cc2c3c(c1)C1CCCC1CN3CC1CCCC21)c1ccccc1 (centres undefined) ?
MITF TRPM1 inh: -9; HIF-2a inh: -57; NR2E3 ag-1: -1; Shn3 inh set2: 2; hiPSC survival: -1.0; CF NFkB block: 0; Peg3 promoter: -87; NR2E3 ag-2: -47; KKLEB tox: -4; TRAIL sens C8: 3; EBV LMP1 NFkB: -3

Results for CCc1cccc(C)c1NC(=O)CSc1ncn[nH]1 ?
MITF TRPM1 inh: 7; HIF-2a inh: 11; NR2E3 ag-1: -3; Shn3 inh set2: -22; hiPSC survival: -0.7; CF NFkB block: -1; Peg3 promoter: 23; NR2E3 ag-2: -3; KKLEB tox: 7; TRAIL sens C8: -11; EBV LMP1 NFkB: -4

Results for O=C(Nc1ccccc1N1CCCCC1)c1ccc(N2C(=O)c3ccccc3C2=O)cc1 ?
MITF TRPM1 inh: -6; HIF-2a inh: 17; NR2E3 ag-1: 0; Shn3 inh set2: -18; hiPSC survival: 0.0; CF NFkB block: 7; Peg3 promoter: 14; NR2E3 ag-2: -10; KKLEB tox: 6; TRAIL sens C8: 1; EBV LMP1 NFkB: -5

Results for CCCC(=O)OC/C(O)=C(\C#N)c1nc2ccccc2[nH]1 ?
MITF TRPM1 inh: 19; HIF-2a inh: 0; NR2E3 ag-1: -1; Shn3 inh set2: -1; hiPSC survival: -0.5; CF NFkB block: -27; Peg3 promoter: 23; NR2E3 ag-2: 6; KKLEB tox: 0; TRAIL sens C8: 2; EBV LMP1 NFkB: 1

What do the screens show for `Cn1cc(C(=O)N/N=C/c2ccc([N+](=O)[O-])cc2)c2ccccc21`?
MITF TRPM1 inh: 10; HIF-2a inh: 2; NR2E3 ag-1: -4; Shn3 inh set2: -3; hiPSC survival: -0.6; CF NFkB block: 22; Peg3 promoter: -2; NR2E3 ag-2: -4; KKLEB tox: -11; TRAIL sens C8: 7; EBV LMP1 NFkB: 8

Results for CCCNC(=O)/C(=C/c1cn(S(=O)(=O)N(C)C)c2ccccc12)NC(=O)c1ccc(OC)cc1 ?
MITF TRPM1 inh: -4; HIF-2a inh: 22; NR2E3 ag-1: 3; Shn3 inh set2: 11; hiPSC survival: -0.8; CF NFkB block: -9; Peg3 promoter: 10; NR2E3 ag-2: -11; KKLEB tox: 12; TRAIL sens C8: -1; EBV LMP1 NFkB: 4

Reprinted at random: 2 compounds from above
Results for Cc1sc2ncnc(SCC(=O)Nc3ccc(CN4CCCC4)cc3)c2c1C ?
HIF-2a inh: 1; NR2E3 ag-1: 5; Shn3 inh set2: -2; hiPSC survival: -0.3; CF NFkB block: -20; Peg3 promoter: -13; NR2E3 ag-2: -19; KKLEB tox: 2; TRAIL sens C8: -5; EBV LMP1 NFkB: -12

How did Cc1ccc(C)c(OCCC(=O)NNC(=O)c2ccccc2F)c1 do in these assays?
MITF TRPM1 inh: 5; HIF-2a inh: 10; NR2E3 ag-1: 3; Shn3 inh set2: -10; hiPSC survival: -0.5; CF NFkB block: 4; Peg3 promoter: 5; NR2E3 ag-2: -17; KKLEB tox: 16; TRAIL sens C8: 19; EBV LMP1 NFkB: 0

Next entries:
What do the screens show for `CC(C)CCNC(=O)CCCOc1cc(=O)n(C)c2ccccc12`?
MITF TRPM1 inh: 4; HIF-2a inh: -22; NR2E3 ag-1: -2; Shn3 inh set2: -9; hiPSC survival: 0.6; CF NFkB block: -71; Peg3 promoter: -10; NR2E3 ag-2: -18; KKLEB tox: -3; TRAIL sens C8: -2; EBV LMP1 NFkB: -3

How did COc1cc2nc(N3CCN(c4cc(C)ccc4C)CC3)nc(N)c2cc1OC do in these assays?
MITF TRPM1 inh: 12; HIF-2a inh: 39*; NR2E3 ag-1: 1; Shn3 inh set2: 94*; hiPSC survival: -0.3; CF NFkB block: 3; Peg3 promoter: 102*; NR2E3 ag-2: 5; KKLEB tox: -47; TRAIL sens C8: 57*; EBV LMP1 NFkB: 4

Results for CCOc1ccccc1NS(=O)(=O)c1ccc2[nH]c(=O)ccc2c1 ?
MITF TRPM1 inh: 0; HIF-2a inh: 21; Shn3 inh set2: -1; hiPSC survival: -0.7; CF NFkB block: -5; Peg3 promoter: 13; NR2E3 ag-2: 3; KKLEB tox: -6; TRAIL sens C8: 14; EBV LMP1 NFkB: -8

Results for CCc1noc(C)c1C(=O)OCC(=O)N1CCc2ccccc21 ?
MITF TRPM1 inh: -1; HIF-2a inh: -33; NR2E3 ag-1: 2; Shn3 inh set2: -32; hiPSC survival: -0.5; CF NFkB block: -3; Peg3 promoter: -31; NR2E3 ag-2: 6; KKLEB tox: -8; TRAIL sens C8: 8; EBV LMP1 NFkB: 3

Results for CCOC(=O)c1c(C)[nH]c(C(=O)COC(=O)CNC(=O)C2CCCCC2)c1C ?
MITF TRPM1 inh: 4; HIF-2a inh: -11; NR2E3 ag-1: -1; Shn3 inh set2: -42; hiPSC survival: -3.4; CF NFkB block: -5; Peg3 promoter: -41; NR2E3 ag-2: 1; KKLEB tox: 8; TRAIL sens C8: 1; EBV LMP1 NFkB: -1

What do the screens show for `COc1ccc(C(OC(=O)c2ccco2)C(=O)NC2CCCC2)cc1` (centres undefined)?
MITF TRPM1 inh: 3; HIF-2a inh: 20; NR2E3 ag-1: 4; Shn3 inh set2: -6; hiPSC survival: 1.1; CF NFkB block: 1; Peg3 promoter: 2; NR2E3 ag-2: -7; KKLEB tox: -13; TRAIL sens C8: 0; EBV LMP1 NFkB: -4
